High-throughput results from PubChem.
14-3-3 Bad PPI = disrupts binding of bovine 14-3-3 zeta to phospho-Bad peptide; TR-FRET 14-3-3zeta/Dy647-pBad peptide displacement, 1 h; inhibition, % at 21.7 µM; 220,000 compounds, 0.71% hits; AID 781;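 active = inhibition above about 70%, limit read from the data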;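 note: 0% = full 14-3-3 plus peptide FRET controls and 100% = background without 14-3-3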
Target sequence (P63103 whole entry, looked up): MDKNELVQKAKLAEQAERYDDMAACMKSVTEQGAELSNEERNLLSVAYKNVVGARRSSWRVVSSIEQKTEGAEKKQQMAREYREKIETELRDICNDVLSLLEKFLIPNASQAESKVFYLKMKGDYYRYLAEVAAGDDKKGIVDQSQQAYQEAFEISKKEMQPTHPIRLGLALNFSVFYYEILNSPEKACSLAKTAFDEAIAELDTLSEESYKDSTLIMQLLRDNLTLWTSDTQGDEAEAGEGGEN
Wee1 stabilizer = blocks degradation of human Wee1 kinase; HeLa Luc-Wee1K328M stability, luciferase luminescence; 100% = proteasome inhibitor MG132 effect; P30291; AID 1321; 220,000 compounds, 1.2% hits; reporter increase, % at 5 µM;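 active = activation above the mean of all tested compounds plus 3 SD, set per screening run, cut at about 8.8% in these data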;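 note: cells exposed to compound for 20 h before luminescence read; 0% = DMSO alone and 100% = MG132 at 30 µM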
Target sequence (P30291 whole entry K328M): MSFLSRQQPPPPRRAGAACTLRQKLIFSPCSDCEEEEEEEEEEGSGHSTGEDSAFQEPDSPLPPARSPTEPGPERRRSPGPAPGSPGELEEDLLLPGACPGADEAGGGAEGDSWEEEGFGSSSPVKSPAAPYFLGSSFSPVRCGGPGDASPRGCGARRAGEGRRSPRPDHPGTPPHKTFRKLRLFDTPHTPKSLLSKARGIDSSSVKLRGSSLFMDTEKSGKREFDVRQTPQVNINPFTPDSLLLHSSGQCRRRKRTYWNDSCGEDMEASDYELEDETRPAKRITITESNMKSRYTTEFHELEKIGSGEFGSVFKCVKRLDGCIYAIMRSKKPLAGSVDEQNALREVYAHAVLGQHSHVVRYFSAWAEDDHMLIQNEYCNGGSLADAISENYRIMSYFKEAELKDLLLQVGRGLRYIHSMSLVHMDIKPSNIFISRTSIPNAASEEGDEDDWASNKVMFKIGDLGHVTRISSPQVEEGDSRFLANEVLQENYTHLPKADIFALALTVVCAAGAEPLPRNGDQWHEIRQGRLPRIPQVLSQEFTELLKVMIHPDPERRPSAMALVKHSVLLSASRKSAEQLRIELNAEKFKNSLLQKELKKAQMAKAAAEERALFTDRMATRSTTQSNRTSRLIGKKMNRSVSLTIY
FXIa inh 1536 = inhibitors of human coagulation factor XIa | P03951 | purified FXIa, Boc-Glu-Ala-Arg-AMC fluorogenic substrate | inhibition, % at 5 µM | 220,000 compounds, 0.14% hits;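 active = inhibition of at least 40%; inactive = inhibition below 40%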;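 note: fluorescence of freed AMC excited at 355 nm; 0% = enzyme without compound and 100% = no enzyme blank; many of its hits are not listed in these tables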
Rad51 HR inh = Rad51 (human) homologous recombination inhibition | 200,000 compounds, 0.085% hits | hRad51 DNA strand exchange, fluorescence dequenching | inhibition, % at 10 µM | AID 1385 | Q06609;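 active = inhibition above 40% at the single screening dose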;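 note: 0% = DMSO control wells and 100% = blanks with heterologous ssDNA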
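material = hRad51 filaments on single-stranded DNA | reagent = Donor/quencher-labelled 47-bp dsDNA substrate | compound = 10 µM final, single point | schedule = strand-exchange reaction 15 min at room temperature | measured by = fluorescein emission 520 nm, excitation 485 nm | read-out basis = % inhibition versus plate control and blank means | benchmarks = plate controls and plate blanks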
p97 inhibitor = human p97 ATPase inhibition | P55072 | recombinant p97 ATPase, Kinase-Glo ATP luminescence, 3 h | inhibition, % at 8 µM | 220,000 compounds, 0.42% hits; in the data active = inhibition above about 15%;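 note: 0% = DMSO vehicle and 100% = wells lacking enzyme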
KLK5 inh = inhibitors of human kallikrein 5; Q9Y337; recombinant hK5, fluorogenic AMC substrate cleavage; inhibition, % at 5 µM; 210,000 compounds, 0.59% hits; AID 873;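 active = inhibition of 40% or more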;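 note: 0% = enzyme controls without compound and 100% = no-enzyme blanks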
eIF4E 4G PPI = eIF4E/eIF4G interaction inhibition in translation initiation; TR-FRET eIF4E-eIF4GI(517-606) binding, 2 h; P63073+Q04637; 220,000 compounds, 0.37% hits; inhibition, % at 21.7 µM;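 active = inhibition above about 30%, limit read from the data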;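 note: 0% = full FRET control wells and 100% = background wells lacking eIF4GI fragment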
FXIIa inh 1536 = factor XIIa (human) inhibition; inhibition, % at 5 µM; AID 800; 220,000 compounds, 0.3% hits; purified FXIIa, Boc-QGR-AMC fluorogenic substrate, 2 h; in the data active = inhibition above about 40%;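 note: 0% = enzyme with no compound and 100% = blank without enzyme; many of its hits are not listed in these tables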
Mdm2 ligase inh = inhibitors of human Mdm2 E3 ubiquitin ligase; cell-based MDM2 ubiquitination luciferase reporter, 2 h; 0 = plate control, 100 = twice control, blank-subtracted; signal enhancement, % at 5 µM; 210,000 compounds, 0.11% hits; AID 1230;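 active = signal enhancement of 30% or more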;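 note: luminescence tracks abundance of the self-degrading MDM2-luciferase fusion protein; higher signal means inhibition of MDM2 E3 ligase activity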
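Timing – 2 h compound exposure at 37 °C · Assay system – mammalian cells stably expressing self-ubiquitinating, self-degrading MDM2 E3–luciferase fusion · Amount – 2000 cells seeded into each well · Measure – % luminescence enhancement versus blank-corrected plate control mean · Measured by – SteadyLite luminescence, 15 min reagent step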
Starred values were filed as active, the others as inactive; [ ] = remark or other dose. Hits appear at their usual frequency. Share with any hit: about 3.5%.

`CC(C)CC(=O)NC1(C(F)(F)F)C(=O)N(Cc2ccccc2)C2=C1C(=O)CC(C)(C)C2` (stereo not drawn) gave 14-3-3 Bad PPI -2, Wee1 stabilizer -1, FXIa inh 1536 1, Rad51 HR inh -5, p97 inhibitor 1, KLK5 inh 0, eIF4E 4G PPI -9, FXIIa inh 1536 13 and Mdm2 ligase inh -4.
For O=C(O)c1ccc(N2Cc3ccccc3C2)cc1O the results were 14-3-3 Bad PPI 50, Wee1 stabilizer 1, FXIa inh 1536 10, Rad51 HR inh 2, p97 inhibitor 0, KLK5 inh -20, eIF4E 4G PPI 7, FXIIa inh 1536 5 and Mdm2 ligase inh -9.
O=c1[nH]nc(-c2ccc(F)cc2)cc1Cc1ccccn1 was read as 14-3-3 Bad PPI 6, Wee1 stabilizer 0, FXIa inh 1536 -3, p97 inhibitor 1, KLK5 inh -4, eIF4E 4G PPI -5, FXIIa inh 1536 3 and Mdm2 ligase inh -4.
Screening O=C(Cc1ccccc1)NCCCc1ccccc1 returned 14-3-3 Bad PPI -6, Wee1 stabilizer -1, FXIa inh 1536 7, Rad51 HR inh 7, p97 inhibitor -1, KLK5 inh -12, eIF4E 4G PPI 1, FXIIa inh 1536 19 and Mdm2 ligase inh -15.
`O=C(O)c1ccc(S(=O)(=O)c2ccccc2)cc1` gave 14-3-3 Bad PPI -2, Wee1 stabilizer -1, FXIa inh 1536 -11, Rad51 HR inh -13, p97 inhibitor 5, KLK5 inh 2, eIF4E 4G PPI -2, FXIIa inh 1536 -17 and Mdm2 ligase inh -6.
Screening Cc1[nH]c2ccccc2c1C(=O)CN1CCCCC1C (stereo not drawn) returned 14-3-3 Bad PPI -8[fluorescence artefact?], Wee1 stabilizer -1, FXIa inh 1536 3, Rad51 HR inh 2, p97 inhibitor 8, KLK5 inh -12, eIF4E 4G PPI 5, FXIIa inh 1536 12 and Mdm2 ligase inh -5.
Screening Cc1cc(C)n2nc(SCc3nnc(-c4cccs4)o3)nc2n1 returned 14-3-3 Bad PPI -13, Wee1 stabilizer 2, FXIa inh 1536 -1, Rad51 HR inh 9, p97 inhibitor 1, KLK5 inh -4, eIF4E 4G PPI 2, FXIIa inh 1536 10 and Mdm2 ligase inh 6.
Screening S=c1[nH]c(-c2ccc(Br)cc2)cn1CCc1ccccc1 returned 14-3-3 Bad PPI -10, Wee1 stabilizer -1, FXIa inh 1536 -5, Rad51 HR inh 34, p97 inhibitor 4, KLK5 inh -13, eIF4E 4G PPI 1, FXIIa inh 1536 7 and Mdm2 ligase inh -15.
For COc1cccc(NC(=S)/C(=C(\[O-])c2cc(C)n(-c3ccccc3F)c2C)[n+]2ccc(N(C)C)cc2)c1 the results were 14-3-3 Bad PPI -7, Wee1 stabilizer 1, FXIa inh 1536 -6, Rad51 HR inh 18, p97 inhibitor 4, KLK5 inh -3, eIF4E 4G PPI -7, FXIIa inh 1536 0 and Mdm2 ligase inh -21.
`O=C1NC(=O)C2(COC(c3ccncc3)OC2)S1` (stereo not drawn) gave 14-3-3 Bad PPI -14[fluorescence artefact?], Wee1 stabilizer -3, FXIa inh 1536 -2, Rad51 HR inh 1, p97 inhibitor 2, KLK5 inh -19, eIF4E 4G PPI -2[fluorescence artefact?], FXIIa inh 1536 4 and Mdm2 ligase inh -10.
Screening COc1ccc(C(=O)Nc2cccc(C(=O)N3CCN(C)CC3)c2)cc1 returned 14-3-3 Bad PPI -2[fluorescence artefact?], Wee1 stabilizer -3, FXIa inh 1536 -9, Rad51 HR inh -11, p97 inhibitor 3, KLK5 inh 3, eIF4E 4G PPI -3[fluorescence artefact?], FXIIa inh 1536 2 and Mdm2 ligase inh -15.
`CCCCc1c(O)nc(SCC(=O)N2CCOCC2)[nH]c1=O` gave 14-3-3 Bad PPI 1[fluorescence artefact?], Wee1 stabilizer 0, FXIa inh 1536 2, Rad51 HR inh 9, p97 inhibitor 2, KLK5 inh -10, eIF4E 4G PPI 5, FXIIa inh 1536 20 and Mdm2 ligase inh -17.
For CCOC(=O)C1CCN(C(=O)c2sc3nc(-c4ccc(F)cc4)cn3c2C)CC1 the results were 14-3-3 Bad PPI -7, Wee1 stabilizer 2, FXIa inh 1536 9, p97 inhibitor -3, KLK5 inh -3, eIF4E 4G PPI -3, FXIIa inh 1536 18 and Mdm2 ligase inh -5.
`O=C(CSc1nnc(Cc2cc(=O)[nH]c(=O)[nH]2)n1-c1ccc(Cl)cc1)N1CCc2ccccc21` gave 14-3-3 Bad PPI -3, Wee1 stabilizer 0, FXIa inh 1536 2, Rad51 HR inh -8, p97 inhibitor 3, KLK5 inh -3, eIF4E 4G PPI -8, FXIIa inh 1536 5 and Mdm2 ligase inh -15.
For Cc1ccccc1NC(=O)c1cn(-c2ccccc2)nc1-c1ccccc1 the results were 14-3-3 Bad PPI -11, Wee1 stabilizer 5, FXIa inh 1536 5, Rad51 HR inh 3, p97 inhibitor 2, KLK5 inh -17, eIF4E 4G PPI 2, FXIIa inh 1536 7 and Mdm2 ligase inh -1.
`COc1ccc(OC)c(NC(=O)Nc2ccccc2C)c1` gave 14-3-3 Bad PPI -12, Wee1 stabilizer 0, FXIa inh 1536 0, Rad51 HR inh -4, p97 inhibitor 0, KLK5 inh -20, eIF4E 4G PPI -13, FXIIa inh 1536 18 and Mdm2 ligase inh -4.
Cn1c(Cc2ccccc2)nnc1SCC(=O)c1ccc(Br)s1 was read as 14-3-3 Bad PPI -6, Wee1 stabilizer -1, FXIa inh 1536 -7, Rad51 HR inh -5, p97 inhibitor 2, KLK5 inh -25, eIF4E 4G PPI 1, FXIIa inh 1536 -2 and Mdm2 ligase inh -10.
Screening COc1ccc(CNC(=O)c2cc(C3CC3)on2)cc1 returned 14-3-3 Bad PPI 2[fluorescence artefact?], FXIa inh 1536 4, Rad51 HR inh -6, KLK5 inh -3, eIF4E 4G PPI 7, FXIIa inh 1536 16 and Mdm2 ligase inh -12.
Screening Cc1ccc(Nc2ccc(S(=O)(=O)N3CCOCC3)cc2[N+](=O)[O-])c(C)c1 returned 14-3-3 Bad PPI 5, Wee1 stabilizer -1, FXIa inh 1536 8, Rad51 HR inh -9, p97 inhibitor 1, KLK5 inh -6, eIF4E 4G PPI -4, FXIIa inh 1536 5 and Mdm2 ligase inh 0.
`O=C1CC(N2CCOCC2)C(=O)N1c1cc(Cl)cc(Cl)c1` (stereo not drawn) gave 14-3-3 Bad PPI -1, Wee1 stabilizer -2, FXIa inh 1536 13, Rad51 HR inh 3, p97 inhibitor 6, KLK5 inh 10, eIF4E 4G PPI -4, FXIIa inh 1536 14 and Mdm2 ligase inh -16.
CN(C(=O)c1ccncc1)c1nnc(-c2ccncc2)s1 was read as 14-3-3 Bad PPI -1, Wee1 stabilizer 2, FXIa inh 1536 -6, Rad51 HR inh 4, p97 inhibitor 1, KLK5 inh -4, eIF4E 4G PPI -5, FXIIa inh 1536 -5 and Mdm2 ligase inh -10.
`O=C1C2CCCN2c2ccc(S(=O)(=O)N3CCOCC3)cc2N1Cc1cccc(C(F)(F)F)c1` (stereo not drawn) gave 14-3-3 Bad PPI -11, Wee1 stabilizer 2, FXIa inh 1536 1, Rad51 HR inh 1, p97 inhibitor 2, KLK5 inh -9, eIF4E 4G PPI 3, FXIIa inh 1536 2 and Mdm2 ligase inh -17.
Screening COC(=O)CN1C(=O)Nc2ccc(Br)cc2C1c1ccccc1 (stereo not drawn) returned 14-3-3 Bad PPI -11[fluorescence artefact?], Wee1 stabilizer -1, FXIa inh 1536 4, Rad51 HR inh -4, p97 inhibitor -6, KLK5 inh -5, eIF4E 4G PPI 5, FXIIa inh 1536 15 and Mdm2 ligase inh 4.
Screening N#Cc1cn(-c2ccccc2)nc1-c1ccco1 returned 14-3-3 Bad PPI 3, Wee1 stabilizer -2, FXIa inh 1536 3, Rad51 HR inh -9, p97 inhibitor -4, KLK5 inh -11, eIF4E 4G PPI -1, FXIIa inh 1536 11 and Mdm2 ligase inh 0.
COc1ccccc1Nc1nnc(SCC(=O)c2cc(C)n(CC3CCCO3)c2C)s1 (stereo not drawn) was read as 14-3-3 Bad PPI 12, Wee1 stabilizer 2, FXIa inh 1536 -13, Rad51 HR inh -10, p97 inhibitor -1, KLK5 inh 4, eIF4E 4G PPI 3, FXIIa inh 1536 17 and Mdm2 ligase inh -16.
For O=C(OCC(=O)N1CCCC1=O)C1COc2ccccc2O1 (stereo not drawn) the results were 14-3-3 Bad PPI -2, Wee1 stabilizer -3, FXIa inh 1536 -1, Rad51 HR inh -3, p97 inhibitor 0, KLK5 inh 3, eIF4E 4G PPI 1 and Mdm2 ligase inh 4.
Screening CC(=O)OC(C(=O)NC1CCCCC1)c1ccncc1 (stereo not drawn) returned 14-3-3 Bad PPI -10, Wee1 stabilizer -2, FXIa inh 1536 -2, Rad51 HR inh 11, p97 inhibitor -2, KLK5 inh 6, eIF4E 4G PPI 0, FXIIa inh 1536 3 and Mdm2 ligase inh -22.
`O=C(c1ccc(Cl)cc1)c1ccc(OCC(=O)N2CCOCC2)cc1` gave 14-3-3 Bad PPI 0, Wee1 stabilizer 9.6*, FXIa inh 1536 -2, Rad51 HR inh -3, p97 inhibitor 2, KLK5 inh -5, eIF4E 4G PPI -4, FXIIa inh 1536 4 and Mdm2 ligase inh -3.
Screening O=C1ON=C(c2ccccc2)/C1=C/c1ccc(OS(=O)(=O)c2ccccc2)cc1 returned 14-3-3 Bad PPI 49, Wee1 stabilizer 1, FXIa inh 1536 20, Rad51 HR inh -2, p97 inhibitor 6, KLK5 inh -6, eIF4E 4G PPI 5[fluorescence artefact?], FXIIa inh 1536 26 and Mdm2 ligase inh -22.
For COc1ccc(S(=O)(=O)NCCSC(C)(C)C)cc1Cl the results were 14-3-3 Bad PPI 9, Wee1 stabilizer -1, FXIa inh 1536 -5, Rad51 HR inh -2, p97 inhibitor -4, KLK5 inh 1, eIF4E 4G PPI 6, FXIIa inh 1536 -7 and Mdm2 ligase inh -7.
Screening COc1cc(S(=O)(=O)N2CCN(Cc3ccccc3)CC2)ccc1Br returned 14-3-3 Bad PPI -4, Wee1 stabilizer -3, FXIa inh 1536 -4, Rad51 HR inh 14, p97 inhibitor -6, KLK5 inh -7, eIF4E 4G PPI 10, FXIIa inh 1536 8 and Mdm2 ligase inh -22.
`Cc1cc(C)nc(NC(=O)CSc2nc3ccccc3o2)n1` gave 14-3-3 Bad PPI -10[fluorescence artefact?], Wee1 stabilizer 1, FXIa inh 1536 -6, Rad51 HR inh -7, p97 inhibitor 2, KLK5 inh -2, eIF4E 4G PPI 3, FXIIa inh 1536 0 and Mdm2 ligase inh -8.
CS(=O)(=O)N1CCN(C2Cc3ccccc3C2)CC1 was read as 14-3-3 Bad PPI 3, Wee1 stabilizer -4, FXIa inh 1536 0, Rad51 HR inh -4, p97 inhibitor 0, KLK5 inh -1, eIF4E 4G PPI 4, FXIIa inh 1536 9 and Mdm2 ligase inh -10.
COCc1nc2ccccc2n1Cc1c(F)cccc1Cl was read as 14-3-3 Bad PPI -4, Wee1 stabilizer -5, FXIa inh 1536 17, Rad51 HR inh 0, p97 inhibitor -1, KLK5 inh 2, eIF4E 4G PPI 1, FXIIa inh 1536 15 and Mdm2 ligase inh -6.
